# TDP1 cell CPT: DT40-hTDP1 cell growth loss with CPT; chicken DT40 Tdp1-/-;hTDP1 cells + 20 nM CPT, ATP luminescence, 48 h; Potency, µM (highest dose often 46.2 µM), inactives show top-dose activity change, negative = growth inhibition, most hits filed as inhibitors; 420,000 tested, 12% active; AID 686979; further: nearly all actives have a fitted effect of over 55% in size
#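 Chicken DT40 Tdp1-/- cells complemented with human TDP1, 400 cells/well, exposed to compounds plus 20 nM camptothecin for at least 48 h at 37 C; viability read as ATP content by CellTiter-Glo luminescence.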
# KAT2A inh: GCN5L2 (KAT2A) acetyltransferase inhibition. GCN5L2 HAT assay, ThioGlo1 CoA-SH fluorescence. Potency, µM (doses to about 58.9 µM), for the others: at the highest dose activity change, negative = inhibition, hits mostly inhibitors. 390,000 tested, 0.21% active. AID 504327
# Target sequence (Q92830 whole entry, looked up): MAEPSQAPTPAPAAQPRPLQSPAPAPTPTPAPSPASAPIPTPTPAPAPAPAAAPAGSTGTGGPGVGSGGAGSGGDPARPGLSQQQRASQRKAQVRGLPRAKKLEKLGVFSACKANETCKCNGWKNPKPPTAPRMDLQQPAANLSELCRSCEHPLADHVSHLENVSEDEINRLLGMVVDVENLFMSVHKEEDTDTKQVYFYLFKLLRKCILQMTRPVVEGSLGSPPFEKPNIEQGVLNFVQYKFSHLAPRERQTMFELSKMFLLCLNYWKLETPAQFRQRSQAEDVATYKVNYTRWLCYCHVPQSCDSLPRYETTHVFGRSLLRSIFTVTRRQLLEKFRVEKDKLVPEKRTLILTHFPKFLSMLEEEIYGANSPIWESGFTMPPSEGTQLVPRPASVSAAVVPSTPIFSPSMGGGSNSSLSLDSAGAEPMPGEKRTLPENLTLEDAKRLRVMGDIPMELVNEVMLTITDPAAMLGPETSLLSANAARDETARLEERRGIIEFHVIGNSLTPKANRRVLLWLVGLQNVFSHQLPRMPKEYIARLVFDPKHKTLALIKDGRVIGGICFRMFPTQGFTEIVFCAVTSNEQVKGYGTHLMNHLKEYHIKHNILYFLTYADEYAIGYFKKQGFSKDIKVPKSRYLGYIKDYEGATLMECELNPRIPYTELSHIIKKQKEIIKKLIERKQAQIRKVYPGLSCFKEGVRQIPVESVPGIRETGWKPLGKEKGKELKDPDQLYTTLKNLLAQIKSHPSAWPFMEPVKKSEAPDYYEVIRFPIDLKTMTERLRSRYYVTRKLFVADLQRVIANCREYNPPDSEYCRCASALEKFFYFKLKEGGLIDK
#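 Free CoA generated was detected with ThioGlo1 (50uM) fluorescence at Ex340nm/Em540nm, read immediately and after 20 min at room temperature. Enzyme, 20 nM in HEPES pH 7.5 buffer, saw compounds 15 min before adding 75uM H3(1-25) peptide and 70uM acetyl-CoA.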
# TDP1 cell noCPT: qHTS for Inhibitors of human tyrosyl-DNA phosphodiesterase 1 (TDP1): qHTS in cells in absence of CPT; DT40 Tdp1-/- hTDP1 cells, no CPT, ATP luminescence, 48 h; Potency, µM (doses to about 46.2 µM), for inactives: at the highest dose activity change, negative = growth inhibition, most hits filed as inhibitors; 420,000 tested, 15% active; further: nearly all actives have a fitted effect of over 55% in size
#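 Luminescent ATP content (CellTiter-Glo) served as the growth readout. Knockout chicken DT40 cells expressing human TDP1 were exposed to compounds without camptothecin for a minimum 48 hr at 37 °C.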
# Active calls of the source: *; u = inconclusive; x = not tested or not shown; & = joins results of further samples; [ ] = another dose, or the depositor's remark. The call rests on the fitted dose curve; in most records, active means well fitted curve in the direction sought with a large enough effect; inconclusive means small, poorly fitted or top-dose-only effect, or another doubt; inactive means no such curve, though single readings can be large; an effect the other way counts as inactive or inconclusive. On the % scale 0 is the no-effect control and ±100 the full control effect; potency means the concentration at half of the fitted maximal effect.
structure,TDP1 cell CPT,KAT2A inh,TDP1 cell noCPT
CCCCCOc1ccc(C)cc1CN(CCCl)CCCl,16µM*,-2%,16µM*
Oc1ccc2c3c1O[C@H]1c4oc5ccccc5c4C[C@@]4(O)[C@@H](C2)N(CC2CC2)CC[C@]314,u,u,u
CCOC(=O)C1=C(N)OC2=C(C(=O)CCC2)C12C(=O)Nc1ccccc12 (stereo not given),-6%,-3%,-14%
O=C(c1cc2cc(Cl)ccc2[nH]1)N1CCC2(CC1)OCCO2,18µM*,-3%,u
CCCOC(=O)COc1cc(C)cc2oc(=O)c3c(c12)CCC3,-2%,0%,5%
COC(=O)C1=C(c2ccc(S(C)(=O)=O)cc2)C[C@@H]2CC[C@H]1N2C(=O)NC1CCCCC1,-18%,x,-25%
COc1ccccc1N1CCN(Cc2c(F)cccc2F)CC1,-30%,0%,-23%
O=C(c1cccnc1)C1CCCN(Cc2nc(-c3cnccn3)no2)C1 (stereo not given),2%,-1%,-18%
O=C(/C=C/c1cccc(F)c1)Nc1ccc(S(=O)(=O)Nc2ncccn2)cc1,7%,-4%,u
C=C(C=O)CC1CC(O)[C@]2(C)OC3C[C@@H]4OC5C[C@]6(C)O[C@]7(C)CCC8OC9C[C@]%10(C)OC(/C(C)=C\CO)C(O)CC%10OC9CC(C)C8OC7CC6O[C@]5(C)C/C=C\C4OC3CC2O1 (stereo not given in full),-21%,-3%,u
CCN(CC)CC(=O)Nc1ccc(Cl)cc1C(=O)c1ccccc1,u,x,u
COc1ccc(N2C(=O)CC(=O)NC2=O)cc1,-16%,1%,-9%
O=c1[nH]c2ccccc2n1C1CCN(C(c2nnnn2Cc2ccccc2)C2CC2)CC1 (stereo not given),16µM*,x,21µM*
CC1(C)N([O])C(c2ccc(C(=O)O)cc2)=[N+]([O-])C1(C)C,16%,x,-25%
Nc1ccc([As](=O)(O)O)cc1,-17%&-10%,-14%&-14%&7%,-3%&-3%
CC(C)c1ccc(-n2c(O)c(/C=N/N3CCOCC3)c(=O)[nH]c2=S)cc1,3%,-4%,-9%
CC1OC(=O)C(C(C)C)NC(=O)C(C(C)C)OC(=O)C(C(C)C)NC(=O)C(C)OC(=O)C(C(C)C)NC(=O)C(C(C)C)OC(=O)C(C(C)C)NC(=O)C(C)OC(=O)C(C(C)C)NC(=O)C(C(C)C)OC(=O)C(C(C)C)NC1=O (stereo not given),0.18µM*,-6%&0%,0.22µM*
O=C(N/N=C/c1c(O)n(CCC2=CCCCC2)c(=O)[nH]c1=O)c1ccccc1,u,-3%,21µM*
O=P(OC1CCCCC1)(OC1CCCCC1)C(O)c1ccc(Cl)cc1Cl (stereo not given),16µM*,-1%,21µM*
CCc1c(C)nc(N)nc1N1N=C1SC(C(C)=O)C(C)=O,-14%,-19%,5%
CC(C)NC[C@@H](O)COc1cccc2[nH]ccc12,0%,-4%[21.4 µM],-14%
CC(=O)OCC[N+](C)(C)C,-11%&-29%&-5%&-8%&1%&0%,-7%&2%&-5%&4%&2%,u
Cc1nn(Cc2ccccc2)c(Cl)c1C(=O)OCC(=O)N1CCCC1,-3%,-18%,-1%
COC(=O)c1ccccc1-n1c(C)nc2ccccc2c1=O,-26%,-3%,u

# Some of the entries so far, with values under each structure.
# The line under a structure holds: TDP1 cell CPT	KAT2A inh	TDP1 cell noCPT
> O=c1[nH]c2ccccc2n1C1CCN(C(c2nnnn2Cc2ccccc2)C2CC2)CC1 (stereo not given)
    16µM*	x	21µM*
> CC1(C)N([O])C(c2ccc(C(=O)O)cc2)=[N+]([O-])C1(C)C
    16%	x	-25%
> Nc1ccc([As](=O)(O)O)cc1
    -17%&-10%	-14%&-14%&7%	-3%&-3%
> CC(C)c1ccc(-n2c(O)c(/C=N/N3CCOCC3)c(=O)[nH]c2=S)cc1
    3%	-4%	-9%
> CC1OC(=O)C(C(C)C)NC(=O)C(C(C)C)OC(=O)C(C(C)C)NC(=O)C(C)OC(=O)C(C(C)C)NC(=O)C(C(C)C)OC(=O)C(C(C)C)NC(=O)C(C)OC(=O)C(C(C)C)NC(=O)C(C(C)C)OC(=O)C(C(C)C)NC1=O (stereo not given)
    0.18µM*	-6%&0%	0.22µM*
> O=C(N/N=C/c1c(O)n(CCC2=CCCCC2)c(=O)[nH]c1=O)c1ccccc1
    u	-3%	21µM*
> O=P(OC1CCCCC1)(OC1CCCCC1)C(O)c1ccc(Cl)cc1Cl (stereo not given)
    16µM*	-1%	21µM*
> CCc1c(C)nc(N)nc1N1N=C1SC(C(C)=O)C(C)=O
    -14%	-19%	5%
> CC(C)NC[C@@H](O)COc1cccc2[nH]ccc12
    0%	-4%[21.4 µM]	-14%
> CC(=O)OCC[N+](C)(C)C
    -11%&-29%&-5%&-8%&1%&0%	-7%&2%&-5%&4%&2%	u
> Cc1nn(Cc2ccccc2)c(Cl)c1C(=O)OCC(=O)N1CCCC1
    -3%	-18%	-1%

# (next part)
structure,TDP1 cell CPT,KAT2A inh,TDP1 cell noCPT
CCCCOC1OCN(C2CCCCC2)CC1(C)C (stereo not given),-19%,x,u
c1ccc(OCCSc2nc3ccccc3[nH]2)cc1,u,0%,u
CCc1sc(C(=O)N2CCC3(CC2)OCCO3)cc1Br,-11%,-4%,-25%
N=C1SCC(=O)N1Cc1ccccc1,0%,-6%,-4%
CN(c1ccccc1)P(=O)(N1CC1)N1CC1,2.6µM*,x,4.1µM*
C=CCN1CCC23c4c5ccc(O)c4OC2/C(=N/N=C2\CCC4(O)C6Cc7ccc(O)c8c7C4(CCN6CC=C)C2O8)CCC3(O)C1C5 (stereo not given),u,-10%,u
CCN1C[C@]2(OC(=O)c3ccccc3NC(C)=O)CCC(OC)C34C5C[C@H]6C(OC)[C@]5(O)[C@](O)(C[C@@H]6OC)C(C[C@@H]32)[C@H]14 (stereo not given in full),17%,4%,8%
O=c1[nH]c(=S)n(C2CC2)c(O)c1C=NCCc1ccccc1,1%,-21%,-13%
CCN1C[C@]2(COC)CC[C@H](O)[C@@]34C5C[C@H]6[C@H](O)C5[C@](O)(C[C@H]6OC)[C@@H]([C@H](OC)C23)[C@@H]14 (stereo not given in full),5%,x,0%
CCN1CC2([N+](=O)[O-])CC=C(Cl)C([N+](=O)[O-])(C1)C2 (stereo not given),0%,7%,-1%
COc1ccc(N2C(=O)/C(=C/c3ccc(N(C)C)o3)C(=O)NC2=S)cc1,-18%,-7%,-5%
CNCC(O)c1ccc(O)cc1 (stereo not given),2%,2%&-3%,0%

# 2 compounds from above with just KAT2A inh and TDP1 cell noCPT.
smiles | KAT2A inh | TDP1 cell noCPT
C=CCN1CCC23c4c5ccc(O)c4OC2/C(=N/N=C2\CCC4(O)C6Cc7ccc(O)c8c7C4(CCN6CC=C)C2O8)CCC3(O)C1C5 (stereo not given) | -10% | u
CCc1sc(C(=O)N2CCC3(CC2)OCCO3)cc1Br | -4% | -25%

# Next section:
structure,TDP1 cell CPT,KAT2A inh,TDP1 cell noCPT
CC(C)N=C(NC(C)C)N1CC1,-8%,x,0%
CC(C)CN1CCCC2(CCN(C(=O)c3ccncc3)CC2)C1,2%,-3%,1%
O=C1NC(=S)NC(=O)C1=Cc1ccc(OCC(=O)N2CCCC2)cc1,-14%,-5%,19%
O=C1OCc2cc(N=Nc3c(O)[nH]c(=O)[nH]c3=O)ccc21,-5%,-23%,-5%
C=CCN1C(=O)NC(=O)/C(=C/c2ccc(OCC(=O)Nc3ccc(C)cc3)cc2)C1=O,1%,-17%,9%
CCCCn1c(O)c(C=Nc2c(C)n(C)n(-c3ccccc3)c2=O)c(=O)[nH]c1=O,0%,-1%,-2%
O=C1NCN(c2ccccc2)C12CCN(C(c1nnnn1-c1ccc3c(c1)OCCO3)C1CC1)CC2 (stereo not given),23µM*,x,13µM*
Cc1ccc(-n2c(O)c(/C=N/Nc3ccccc3)c(=O)[nH]c2=O)cc1C,24%,-3%,-18%
CCN(C1CCCCC1)S(=O)(=O)c1ccc(S(=O)(=O)N(CC(=O)Nc2ccccc2)C2CC2)cc1,u,-4%,u
CCOC(=O)c1ncn2c1[C@H]1CCCN1C(=O)c1cc(OC)ccc1-2,u,8%[0.501 µM],u
CCCCCN(C)CCC(O)(P(=O)(O)O)P(=O)(O)O,4%,0%&5%,-12%
O=c1c2cc(Cl)cc(Cl)c2nc(CN2CCOCC2)n1-c1ccccc1F,u,x,-20%
O=C1c2ccccc2C(=O)N1Cc1nc2ccccc2c(=O)n1-c1ccccn1,-1%,-3%,-9%
COc1ccc(NC(=S)NC(NC(=O)CF)C(Cl)(Cl)Cl)c([N+](=O)[O-])c1 (stereo not given),5%,-6%,-41%
CN1CCN(/N=C/c2c[nH]c3ccccc23)CC1,5%,-1%,2%
CSc1cccc(NP2(=O)OCC(C)([N+](=O)[O-])CO2)c1 (stereo not given),u,x,-28%
CCOP(=O)(OCC)/C(=N/OC(=O)c1ccccc1C)C(N)=O,u,2%,13µM*
Cc1c(N=Cc2c(O)n(Cc3ccccc3)c(=O)[nH]c2=O)c(=O)n(-c2ccccc2)n1C,2%,0%,-11%
COCCOC(=O)c1c(N)n(Cc2ccc(OC)cc2)c2nc3ccccc3nc12,u,-1%,21µM*
Cc1cc(=O)oc2cc(Oc3ccc([N+](=O)[O-])cc3C(F)(F)F)ccc12,u,x,u
CCN(CC)CCN=Cc1c(O)n(CCC2=CCCCC2)c(=O)[nH]c1=O,-18%,-4%,-21%
CC1CN(c2ccc([N+](=O)[O-])c(N3CCCCC3)c2)CCN1 (stereo not given),-10%,-15%,-28%
CCCCn1c(O)c(C(C)=NCCc2c[nH]c3ccccc23)c(=O)[nH]c1=O,u,-2%,16µM*
CCOc1cccc(OCC)c2c(C)[n+](CC3CCCO3)c(C)c1-2 (stereo not given),u,-15%,u
O=c1c2ccccc2[nH]c(=S)n1-c1ccc2c(c1)OCCO2,-15%,0%,-10%
O=C(c1cc2cc(Br)ccc2[nH]1)N1CCC2(CC1)OCCO2,u,-16%,u
CCN(C=C1CC2C3CC=C4CC(O)CCC4(C)C3CCC2(C)C1=O)CC (stereo not given),-2%,x,u
CCOC(=O)C1=C(N)OC2=C(C(=O)CCC2)C12C(=O)N1c3c(ccc(C)c32)C(C)=CC1(C)C (stereo not given),u,0%,u
CN(C)C(=O)Oc1ccc2ccccc2c1Cl,-22%,1%,-12%
CCCCN=Cc1c(O)n(-c2c(C)cc(C)cc2C)c(=O)[nH]c1=O,-17%,0%,-2%
CCCCCCCCC(=O)NCc1ccc(O)c(OC)c1,u,-5%,u
Cc1ccccc1-n1c(O)c(/C=N/NC(=O)c2ccccc2O)c(=O)[nH]c1=S,u,-1%,u
CCN(CC)C(=O)c1ccc(NC(=O)CSc2nnnn2-c2cc(OC)ccc2OC)cc1,u,-4%,u
C[C@H]1CN([C@@H](C)CO)C(=O)c2cccc(NC(=O)c3ccc(-c4nccs4)cc3)c2O[C@@H]1CN(C)C(=O)Nc1cccc2ccccc12,26µM*,-6%,15µM*
CC/C(=N\N1CCCCCC1)c1c(O)n(-c2ccc(C)cc2)c(=O)[nH]c1=O,u,4%,u
COC(=O)C1=C(c2ccc(-c3ccccc3)c(F)c2)C[C@@H]2CC[C@H]1N2C(=O)NCc1cc(C)oc1C(F)(F)F,u,-8%,15µM*
CC(=O)C1CCC2C3CC(O)C4CC(O)CCC4(C)C3CCC12C (stereo not given),-13%,x,-17%
CN1C(=O)N(C)C(=O)C2(Cc3c(ccc4ccccc34)N(C)C2)C1=O,u,-6%,u
COc1ccccc1C(=O)Nc1nnc(-c2ccc(Cl)cc2)o1,-22%,-2%,u
O=C(c1ccc(Br)cc1)C12CN3CN(CN(C3)C1)C2,u,-6%,u
CC1CCCCN1Cc1c[nH]c2ccccc12 (stereo not given),4.1µM*,-2%,7.3µM*
O=C(NC1CCCCC1)N1Cc2cc(-c3ccccc3)ccc2-n2nncc2C1,u,x,u
CCOC(=O)[C@]12Cc3cc(OC)ccc3[C@H]1N(C(C)C)C(=O)c1ccccc12,13µM*,x,6.5µM*
O=C(Oc1ccc2ccc(OC(=O)N3CCCCCC3)cc2c1)N1CCCCCC1,12µM*,-9%,21µM*
CCN(CC(=O)Nc1ccccc1C(F)(F)F)C(=O)CCSc1ccc(F)cc1,-24%,-5%,u
OCCN1CCN(CCCN2c3ccccc3Sc3ccc(C(F)(F)F)cc32)CC1,16µM*,-9%,18µM*
O[C@H]1[C@H](O)[C@@H](O)CN2CC[C@H](O)[C@H]12,-8%[92.5 µM],1%&22%&-5%,0%[92.5 µM]
CC(C)CCC1(CN2CCCC2=O)C(=O)NC(=O)NC1=O,1%,1%,0%
COc1cc2[nH]c(=O)n(-c3ccccc3)c(=O)c2cc1OC,-11%,-18%,8%
Cc1ccc(-c2cc(-c3ccccc3)cc(-c3ccccc3)[n+]2-c2ccccc2C(=O)O)cc1,9.2µM*,-9%,9.2µM*

# From PubChem

# These rows are one share of the data. The share of hits here may be higher or lower than overall.
